Fam108B counter: mouse Fam108B serine hydrolase inhibitors, primary screen, counter-screen for RBBP9 inhibitor project, biochemical, fluorescence polarization; recombinant Fam108B, FP-Rh probe fluorescence polarization; inhibition, % at 9.51 µM; 300,000 compounds, 0.33% hits;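 active = inhibition above the screen mean inhibition plus 3 SD, computed separately per campaign, cut at about 18% in these data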;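 also: inhibitors lower polarization as less probe binds the enzyme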
MCL1-BIM inh: inhibitors of MCL1 binding to BIM-BH3, primary screen, biochemical, fluorescence polarization; Induced myeloid leukemia cell differentiation protein Mcl-1 (Homo sapiens), Q07820; 320,000 compounds, 0.68% hits; inhibition, % at 10.9 µM; GST-MCL1 / FITC-Bim-BH3 fluorescence polarization;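 active = inhibition above the mean inhibition of all tested compounds plus 3 SD, set per campaign, cut at about 40% in these data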;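 also: 0% = DMSO wells and 100% = unlabeled Bim-BH3 peptide control; higher means more loss of mP so more displacement of Bim peptide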
Target sequence (Q07820 whole entry, looked up): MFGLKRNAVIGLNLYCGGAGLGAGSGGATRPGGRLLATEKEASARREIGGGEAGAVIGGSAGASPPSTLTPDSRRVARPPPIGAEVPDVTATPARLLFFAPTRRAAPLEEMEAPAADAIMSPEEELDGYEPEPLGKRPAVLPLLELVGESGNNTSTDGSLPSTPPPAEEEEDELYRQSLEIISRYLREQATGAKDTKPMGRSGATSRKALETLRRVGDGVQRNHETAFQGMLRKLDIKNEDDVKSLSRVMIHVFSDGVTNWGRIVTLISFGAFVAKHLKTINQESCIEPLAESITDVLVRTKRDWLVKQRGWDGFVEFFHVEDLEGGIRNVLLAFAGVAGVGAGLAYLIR
MEX-5 binding: MEX-5 zinc finger RNA-binding disruptors – biochemical, C. elegans, fluorescence polarization, MLPCN library, primary screen; Zinc finger protein mex-5 (Caenorhabditis elegans), Q9XUB2; MEX-5/FITC-TCR2 RNA binding; hits give low values; activity score (negative = inhibition of binding), % at 10 µM; 300,000 compounds, 0.38% hits; AID 1832, 2009;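 active = inhibition past about -25% in most replicates, and total fluorescence under double the plate's negative control median, limit read from the data; inconclusive = replicates evenly split on the limit, or fluorescence at least double controls; inactive = too little inhibition in most replicates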;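 also: 0% = DMSO and -100% = 5 µM competing unlabeled TCR2 RNA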
Target sequence (Q9XUB2 whole entry, looked up): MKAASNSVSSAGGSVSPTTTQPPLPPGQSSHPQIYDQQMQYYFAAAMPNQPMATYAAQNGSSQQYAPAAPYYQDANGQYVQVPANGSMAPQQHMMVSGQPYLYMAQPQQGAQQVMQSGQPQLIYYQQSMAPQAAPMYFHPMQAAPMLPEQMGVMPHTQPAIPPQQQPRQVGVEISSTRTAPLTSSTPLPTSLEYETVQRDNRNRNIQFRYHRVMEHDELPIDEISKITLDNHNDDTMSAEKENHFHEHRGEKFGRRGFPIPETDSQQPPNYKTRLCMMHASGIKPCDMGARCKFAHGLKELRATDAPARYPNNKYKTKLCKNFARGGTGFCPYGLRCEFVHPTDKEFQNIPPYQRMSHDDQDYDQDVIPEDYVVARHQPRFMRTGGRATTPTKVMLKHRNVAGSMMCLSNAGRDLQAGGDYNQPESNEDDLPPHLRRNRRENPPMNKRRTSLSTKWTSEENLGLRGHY
ZTA DNA inh: counter-screen for EBNA-1 inhibitors: inhibitors of Epstein-Barr virus ZTA; P03206; AID 2234; inhibition, % at 11 µM; 320,000 compounds, 0.15% hits; ZTA-DNA binding, fluorescence polarization; in the data active = inhibition above about 33%
BCLXL inh: inhibitors of human Bcl-xL, primary screen, biochemical, fluorescence polarization, HTS; inhibition, % at 10.9 µM; GST-Bcl-xL / FITC-Bim BH3 peptide fluorescence polarization; 320,000 compounds, 0.7% hits; Bcl-2-like protein 1 (Homo sapiens), Q07817; AID 2129, 2009;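 active = inhibition above the mean of all tested compounds plus 3 SD, cutoff set per campaign, cut at about 30% in these data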;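 also: 0% = DMSO wells and 100% = unlabeled Bim-BH3 peptide competitor; inhibitors lower millipolarization by displacing the labeled peptide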
Target sequence (Q07817 whole entry, looked up): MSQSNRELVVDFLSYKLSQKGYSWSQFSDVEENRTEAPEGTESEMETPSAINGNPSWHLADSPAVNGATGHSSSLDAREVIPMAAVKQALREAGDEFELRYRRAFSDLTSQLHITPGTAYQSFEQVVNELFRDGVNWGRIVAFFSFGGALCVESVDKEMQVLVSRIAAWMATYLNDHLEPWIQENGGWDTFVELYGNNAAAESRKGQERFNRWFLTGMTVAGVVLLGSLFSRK
Yeast superoxide: reduction of superoxide in aged yeast, primary screen, HTS; superoxide response (% of plate mean), % at 10 µM; AID 2690, 2010; 330,000 compounds, 0.18% hits; S. cerevisiae aged cells, superoxide DHE fluorescence; hits give low values;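 active = superoxide response under a set limit, about three screen SD below normal, cut at about 65% in these data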;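 also: yeast aged for seven days with compound at 30 °C before DHE staining; 100% = average MFI of all compound-treated wells on the plate with controls excluded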
GLD-1 TGE inh: GLD-1/TGE RNA complex disruptors, primary screen, biochemical, fluorescence polarization. 320,000 compounds, 0.44% hits. purified GLD-1 + fluorescein TGE RNA. Female germline-specific tumor suppressor gld-1 (Caenorhabditis elegans), Q17339. inhibition, % at 5.96 µM;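 active = percent inhibition above a per-plate cutoff, the plate mean of test compounds plus 3 SD, cut at about 30% in these data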;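 also: 0% = DMSO wells with GLD-1 and probe and 100% = wells lacking GLD-1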
EBNA-1 inh: EBNA-1 DNA-binding inhibitors, primary screen, biochemical, fluorescence polarization; inhibition, % at 14.8 µM; 300,000 compounds, 0.34% hits; AID 1950, 2009; in the data active = inhibition above about 28%
Efflux pump mplx: inhibitors of Candida efflux pumps in yeast, primary screen, S. cerevisiae, Nile Red, multiplex; S. cerevisiae Candida pump triplex; inhibition, % at 10 µM; 330,000 compounds, 0.44% hits; AID 485275, 2010;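 active = plate passing quality check with inhibition over a set limit, or well fluorescence over plate mean plus 4 SD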;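 also: Nile Red retained in pooled yeast measured as flow cytometry median fluorescence; 0% = buffer negative control and 100% = Enniatin B positive control; higher means more Nile Red kept so more efflux inhibition; some compounds called inactive have numbers as strong as hits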
The depositor's hits bear a star; ? = inconclusive; . = no result given; & = joins results of further samples.

SMILES	Fam108B counter	MCL1-BIM inh	MEX-5 binding	ZTA DNA inh	BCLXL inh	Yeast superoxide	GLD-1 TGE inh	EBNA-1 inh	Efflux pump mplx
CC1CC(C)(C)NC(=S)O1 (centres undefined)	0.1	9.4	-1.1&1.2	-2.0	9.7	110.0&112.2	-3.0	1.4	-0.1&-0.2
Cc1ccc(-n2nnnc2-c2ccccc2)cc1	5.7	-6.6	-1.5	8.7	1.0	103.6	2.5	7.2	0.0
CC/C(=N/N=C(/CC)c1ccc(O)cc1)c1ccc(O)cc1	-2.0	-6.6	0.0	-8.3	6.1	100.3	10.1	-13.8	-0.1
O=C(c1ccco1)c1cc2c(ccc3ccccc32)oc1=O	-1.2	6.0	1.4	8.3	9.5	93.5	6.7	-9.7	0.0
COc1ccc(CC(=O)N2CCOCC2)cc1	1.0	3.9	1.8	-27.3	2.4	92.7	2.1	0.3	0.0
C/C=C/c1ccc(OCC(=O)OCC2=C(C(=O)OCC)C(C)NC(=O)N2)c(OC)c1 (centres undefined)	1.0	-11.0	-0.8	-5.4	-4.6	99.5	0.0	-9.0	0.1
Cn1cncc1C#Cc1c(C=O)n(C)c2ccccc12	.	-2.2	.	25.2	2.1	96.4	1.7	.	-0.1
COc1ccc(NC(=O)CN2C(=O)COc3ccc(S(=O)(=O)N4CCOCC4)cc32)c(OC)c1	-3.0	9.6	2.0	-10.3	3.8	93.0	-1.1	-2.8	-0.1
COc1cc(NC(=O)COC(=O)CNC(=O)c2cc(C)cc(C)c2)c(C)cc1[N+](=O)[O-]	7.3	14.5	-1.5	-9.4	7.6	114.9	2.1	4.1	-0.1
COCCNC(=O)CCN1N=C(c2ccccc2)CCC1=O	-2.3	-2.3	-1.4	4.7	1.5	93.0	-1.0	2.6	-0.1
CCCc1cc(=O)oc2cc(C)cc(OCC(=O)NC3CCN(Cc4ccccc4)CC3)c12	-0.1	1.4	2.7	-9.1	1.0	114.0	12.6	-6.2	0.0
COc1ccc(C(=O)NC(=S)N2CCN(c3ccccc3OC)CC2)cc1OC	-3.8	-0.1	-0.4	3.0	-0.8	79.6	6.8	0.7	-0.1
O=C(NNC(=O)c1ccc(Cl)c(S(=O)(=O)Nc2ccc(Cl)cc2)c1)c1ccc(=O)[nH]c1	2.1	2.8	-8.3	10.1	2.4	98.4	7.0	5.5	-0.1
COC(=O)c1ccc2nc(C(F)(F)F)[nH]c2c1	2.1	4.7	-0.8	-1.6	4.6	102.5	-4.0	5.0	-0.1
Cc1sc2c(c1C)C(=O)/C(=C\Nc1ccccn1)S(=O)(=O)N2C	-3.0	-5.8	1.7	-9.2	-1.4	111.6	9.2	11.2	0.0
CCC(C(=O)NCCc1ccc(OC)c(OC)c1)n1nc(C)n2c(cc3occc32)c1=O (centres undefined)	-0.9	-5.5	-1.5	1.0	8.8	93.5	2.5	4.6	-0.1
Cc1cc(C)n2nc(SCCC(=O)NCCc3ccccc3)nc2n1	0.3	5.0	1.1	16.8	5.1	91.6	4.0	6.8	-0.1
Cc1ccc(NC(=O)COC(=O)CN2C(=O)C3CCCCC3C2=O)cc1C (centres undefined)	.	1.2	.	-1.5	2.4	97.4	1.1	.	0.0
Cc1cc(NC(=O)C2CCCCC2)nc2c1c(=O)oc1ccccc12	-3.8	0.6	-0.1	-2.6	2.3	117.3	-2.9	2.7	0.1
COc1ccc(NC(=O)CSc2nnc(-c3cccs3)n2C)cc1OC	0.9	-1.1	1.2	-13.8	3.1	102.0	2.2	-4.2	0.0
NC(=O)c1cc(S(=O)(=O)NCc2cccc(Br)c2)cs1	1.6	-3.2	1.7	12.2	-3.5	86.6	-6.0	-5.1	-0.4
Cc1ccccc1NC(=O)C1Cc2ccccc2CN1C(=O)OCc1ccccc1 (centres undefined)	-4.1	-9.0	0.4	2.0	0.4	71.0	2.9	-17.5	0.1
O=C(NC1CCCCC1)C(c1ccccn1)N(C(=O)c1csnn1)c1ccccc1F (centres undefined)	-1.2	7.9	-2.0	9.8	3.8	86.3	0.0	2.8	-0.1
Cc1ccc(Cl)cc1NC(=O)c1cc2ccccc2cc1O	15.7	-3.0	-0.2	-9.2	0.9	106.5	-0.1	3.9	0.3
CSc1nc(Nc2ccc(Cl)cc2)c(C#N)c(=O)[nH]1	-1.9	6.5	-0.5	1.0	11.2	100.9	-0.4	5.5	-0.1

(further entries)
SMILES	Fam108B counter	MCL1-BIM inh	MEX-5 binding	ZTA DNA inh	BCLXL inh	Yeast superoxide	GLD-1 TGE inh	EBNA-1 inh	Efflux pump mplx
CCN(CC)S(=O)(=O)c1cccc(S(=O)(=O)N2CCCCC2)c1	1.6	-2.5	-0.9	4.1	0.3	109.7	0.9	3.2	0.0
Cn1c(C(=O)Nc2ccc(Cl)cc2)cc2cc(Cl)ccc21	-3.1	-8.1	-1.5	7.6	5.1	95.2	7.9	-0.7	-0.1
C=CCNC(=S)Nc1cccc2ccccc12	-4.3	8.1	0.1	-1.0	3.1	87.4	-2.3	10.1	0.0
Cc1ccc(C)c(N(CC(=O)NCc2ccc3c(c2)OCO3)C(=O)CCC(=O)Nc2ccccn2)c1	-1.6	2.8	0.3	-17.3	6.3	106.3	4.8	-14.6	0.4
c1ccc(-c2nc(-c3cccs3)[nH]c2-c2ccccc2)cc1	-2.5	0.2	-1.0	6.0	1.5	98.9	6.2	16.2	-0.2
COC(=O)COc1ccc(NC(=O)Cn2nc(-c3ccccc3)c3ccccc3c2=O)cc1	0.4	-0.7	0.5	-6.5	0.6	92.0	2.1	-5.9	-0.1
O=C(CN1CCN(CC(=O)Nc2ccccn2)CC1)Nc1ccccn1	-3.9	4.1	-0.3	-5.1	2.9	113.6	-1.8	-10.8	0.2
CN(C)CCCn1c(=S)[nH]c2ccccc2c1=O	-0.6	4.4	0.1	15.2	3.1	93.3	3.6	6.0	-0.1
Cc1ccnc2nc(C(=O)OC(C)C(=O)NCc3ccccc3)nn12 (centres undefined)	.	3.2	.	5.0	-0.4	103.8	7.1	.	0.0
Cc1ccsc1C(C(=O)NC(C)(C)C)N(C(=O)c1csnn1)c1ccccc1 (centres undefined)	0.3	0.8	-0.9	21.9	4.3	102.4	3.6	4.9	-0.2
O=C(CN(C(=O)Cn1nnc(-c2cccs2)n1)c1ccc2c(c1)OCCO2)NCC1CCCO1 (centres undefined)	-4.8	7.6	2.0	11.1	0.0	96.0	3.1	-1.5	0.6
Nc1nc(-c2ccco2)c(-c2ccco2)s1	13.8	24.9	-0.8	-21.3	18.3	84.8	2.3	0.7	-0.1
O=C(NCCc1ccc(F)cc1)c1cccs1	-3.1	-5.8	1.5	-0.9	2.1	107.4	2.9	0.3	0.2
CC(C)(C)c1ccc(S(=O)(=O)C(C)(C)C)cc1	-3.1	11.9	3.6	-2.8	3.9	114.7	-1.4	-19.8	0.2
O=c1[nH]n2c(=O)c3c([nH]c2c1N=Nc1ccccc1)CCC3	4.7	18.2	?	-4.8	9.2	100.6	-2.6	-4.8	0.1
O=C(O)c1ccc2nnn(O)c2c1	1.9	4.0	1.4	1.1	8.5	106.1	-3.0	1.6	-0.2
OCCN1C[C@H](O)[C@@H](O)[C@H](O)[C@H]1CO	10.8	10.1	2.5	-23.2	6.5	95.9	2.1	11.8	-0.1
CCN(C(=O)C(C)Sc1ccc(S(=O)(=O)N2CCN(C)CC2)cn1)c1ccccc1 (centres undefined)	.	1.4	.	9.9	3.5	102.9	2.2	.	0.1
CCOC(=O)N1CCC(NC(=O)c2ccc3c(c2)N=C(CC)c2cc(C)ccc2S3)CC1	1.4	3.4	-1.8	4.8	6.2	75.5	-1.0	0.1	0.3
CCCCNC(=O)C1CC(c2cccc(F)c2)=NO1 (centres undefined)	0.0	2.2	0.8	1.8	6.0	92.9	-1.2	5.4	-0.1
CCOc1ccccc1NC(=O)CSc1nc2ccccc2c(=O)n1CC1CCCO1 (centres undefined)	0.6	11.8	-0.7	-1.7	5.8	100.6	0.3	-8.8	0.2
COCCN(C(=O)COC(=O)c1ccc2[nH]c(C)c(C)c2c1)c1c(N)n(Cc2ccccc2)c(=O)[nH]c1=O	-1.4	-15.8	0.0	10.7	-4.0	119.2	-3.1	10.0	0.1
O=S(=O)(c1ccc(Cl)c(S(=O)(=O)N2CCCC2)c1)N1CCCC1	-4.7	-7.7	0.2	-5.8	0.7	100.5	0.8	9.7	0.0
C/C(=N\Nc1cc(N2CCOCC2)nc(C)n1)c1ccc(F)cc1	1.0	-7.5	-1.8	0.9	3.9	103.5	1.4	-3.4	0.1
CC1CCN(c2ccc3nnc(CCC(=O)N4CCN(c5ccccc5F)CC4)n3n2)CC1	0.5	-2.8	1.4	-4.2	-2.1	83.8	-9.5	-6.5	0.4

Later entries:
SMILES	Fam108B counter	MCL1-BIM inh	MEX-5 binding	ZTA DNA inh	BCLXL inh	Yeast superoxide	GLD-1 TGE inh	EBNA-1 inh	Efflux pump mplx
CC1CCCN(C(=O)C(=O)Nc2ccc3nc4n(c(=O)c3c2)CCCCC4)C1 (centres undefined)	1.7	3.4	-1.1	12.5	5.1	103.8	1.4	-6.4	0.1
Cc1ccc(OCC(=O)N2CCc3ccccc3C2)cc1	-0.3	6.7	2.5	-12.8	4.6	107.3	-3.9	-6.7	-0.1
COc1ccc(-c2nn(-c3ccccc3)cc2C(=O)OCC(=O)c2ccc(C)c([N+](=O)[O-])c2)cc1	-7.7	8.2	0.2	9.0	2.3	99.2	0.0	3.0	-0.1
COc1cccc2cc(S(=O)(=O)c3ccc(C)cc3)/c(=N/NS(=O)(=O)c3ccc(C)cc3)oc12	3.5	4.6	-0.5	-5.2	5.2	103.8	-3.2	-1.5	0.0
CN(C)c1nc(C(=O)NN)nc(N(C)C)n1	4.2	6.7	0.9	3.5	-2.0	106.8	1.6	-7.2	0.0
COc1cc(OC)cc(C(=O)Nc2ccc(NC(=O)c3ccco3)c(C)c2)c1	-4.8	-4.3	-1.1	7.2	0.5	98.6	0.1	-2.7	0.2
O=C(CN(C(=O)CNC(=O)c1ccco1)c1cccc(F)c1)NC1CCCCC1	-2.5	-2.1	2.2	7.2	0.2	107.7	1.8	8.9	0.0
CCCCC(=O)Nc1ccc(C(=O)NNC(=O)c2cccs2)cc1	-4.2	34.1	-3.2	-5.4	15.9	98.1	9.6	-11.5	0.2
COC(=O)C1=C(C)OC(N)=C(C#N)C1c1cc(OC)c(OCC(N)=O)cc1Cl (centres undefined)	4.0	6.4	-6.9	2.6	5.7	94.7	-2.7	6.6	-0.2
Cc1ccccc1CC(=O)N1CCCc2ccccc21	6.1	2.2	1.2	8.4	1.2	99.5	6.7	0.6	0.0
Cc1cccn2c(=O)c3cc(C#N)c(=O)n(CCCN4CCOCC4)c3nc12	2.3	23.2	-4.4	-12.4	28.5	106.0	1.6	-9.1	-0.1
CCOC(=O)C(Cc1ccc(NC(C)=O)cc1)N1C(=O)c2ccccc2C1=O (centres undefined)	.	-1.5	.	-1.0	-6.8	104.2	3.8	.	0.2
